# Screening data from PubChem BioAssay.
# Lamin A splicing: changes lamin A minigene splicing in HeLa cells; 200,000 compounds, 0.01% hits; HeLa LMNA splicing GFP/RFP minigene ratio, 48 h; Potency, µM (top dose mostly 46.1 µM), for inactives: top-dose ratio change, negative = inhibition, actives largely listed as inhibitors; active means well fitted inhibition curve with a large enough effect in the signal ratio, with a control signal flat, not every such curve was filed as active; inconclusive means small, poorly fitted or top-dose-only effect, or effect the other way, or a change in a side signal; the % refers to the signal ratio; further: on the % scale 0 is the no-effect control and ±100 the full control effect
#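 Read-out is the ratio of GFP to DsRed2 object intensity, acquired by 488 nm laser-scanning cytometry on HeLa lamin A-EGFP minigene reporter cells. Compound incubation 48 hrs at 37 °C in Opti-MEM with 2% FBS; DMSO 0.5% final.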
# RECQ1 helicase: blocks DNA unwinding by human RECQ1; P46063; RECQ1 DNA unwinding, red fluorescence kinetic read; Potency, µM (highest dose often 57.3 µM), without a hit: top-dose activity, negative = inhibition, hits mostly inhibitors; 240,000 compounds, 0.54% hits;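 further: plate controls were vehicle for no effect and no enzyme for full effect; nearly all actives have a fitted effect of over 30% in size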
# Target sequence (P46063 whole entry, looked up): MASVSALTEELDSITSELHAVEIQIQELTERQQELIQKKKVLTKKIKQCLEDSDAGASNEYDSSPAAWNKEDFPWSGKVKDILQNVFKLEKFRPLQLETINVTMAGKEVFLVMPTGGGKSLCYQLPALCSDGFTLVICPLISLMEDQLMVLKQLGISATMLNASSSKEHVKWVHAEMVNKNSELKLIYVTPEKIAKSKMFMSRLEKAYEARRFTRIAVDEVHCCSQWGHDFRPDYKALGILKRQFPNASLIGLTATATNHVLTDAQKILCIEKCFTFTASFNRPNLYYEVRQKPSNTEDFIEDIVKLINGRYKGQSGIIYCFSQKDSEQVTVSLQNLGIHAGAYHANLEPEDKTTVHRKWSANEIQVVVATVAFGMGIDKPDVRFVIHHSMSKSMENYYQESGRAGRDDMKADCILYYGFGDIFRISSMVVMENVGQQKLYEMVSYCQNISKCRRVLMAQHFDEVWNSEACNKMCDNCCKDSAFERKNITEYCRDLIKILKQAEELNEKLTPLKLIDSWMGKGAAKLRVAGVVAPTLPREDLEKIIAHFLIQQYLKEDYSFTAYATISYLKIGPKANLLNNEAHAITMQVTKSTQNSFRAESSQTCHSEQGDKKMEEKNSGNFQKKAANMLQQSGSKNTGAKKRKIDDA
#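 RECQ1T1 50 nM; forked duplex (20 bp + 30-nt ss tails) 200 nM, ATP 2 mM final; pH 8.0, 2 mM MgCl2, 2.5 ug/ml poly(dI-dC); 15 min compound preincubation; discontinuous kinetic read over 2 h at RT.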
# Tau ThT inhib: tau fibrillization inhibition (ThT binding). P10636. recombinant tau K18 P301L (four-repeat tau fragment), heparin-induced fibrillization, ThT fluorescence. Potency, µM (top dose mostly 57.4 µM), without a hit: top-dose activity, negative = inhibition, actives largely listed as inhibitors. 270,000 compounds, 2.1% hits. AID 1460; further: on the % scale 0 is the no-effect control and ±100 the full control effect; nearly all actives have a fitted effect of over 55% in size
# Target sequence (P10636 561-689 P618L limits assumed): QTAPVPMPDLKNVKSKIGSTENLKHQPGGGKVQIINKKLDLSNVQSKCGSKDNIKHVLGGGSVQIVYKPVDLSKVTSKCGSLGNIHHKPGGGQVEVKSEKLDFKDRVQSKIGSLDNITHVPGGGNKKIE
#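 Heparin-induced (20 uM) aggregation of recombinant human K18 P301L tau, 15 uM unlabeled with 0.24 uM labeled, pH 7 acetate buffer, 6 hr at 37 C with compound. Fibrils quantified by 30 uM ThT fluorescence after 1 hr ambient incubation.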
# KinaseGlo FLuc: Kinase-Glo luciferase inhibition (counter-screen); AID 1379; Q27757; 200,000 compounds, 0.28% hits; Potency, µM (series often up to 38.3 µM), for inactives: at the top dose activity change, negative = inhibition, actives largely listed as inhibitors; Kinase-Glo luciferase, ATP luminescence, 8 min; further: on the % scale 0 is the no-effect control and ±100 the full control effect; nearly all actives have a fitted effect of over 60% in size
#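 Inhibition of Kinase-Glo luciferase light generation was assessed at 10 uM ATP in pH 7.2 imidazole buffer, with luminescence measured after eight minutes at ambient temperature.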
# SMN2 splice enh: enhancers of SMN2 splice variant expression; Potency, µM (doses to about 46.1 µM), inactives show top-dose activity change, positive = activation, actives largely listed as activators; 210,000 compounds, 2.8% hits; HEK293 SMN2-luciferase splicing reporter, luminescence, 30-36 h; further: % of control where 0% means no effect; nearly all actives have a fitted effect of over 55% in size
#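 HEK293 cells carry an SMN2 minigene-luciferase reporter in which exon 7 inclusion puts luciferase in frame. Cells were seeded at 2000 cells/well, attached for 10-12 hours, then exposed to compounds for 30-36 hours at 37C before ONE-Glo luminescence.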
# KDM4E inh: inhibitors of human JMJD2E histone demethylase. JMJD2E catalytic domain, FDH-coupled NADH fluorescence (FDH is formaldehyde dehydrogenase). B2RXH2. Potency, µM (top dose mostly 57.1 µM), for the others: at the highest dose activity change, negative = inhibition, hits mostly inhibitors. 230,000 compounds, 1.6% hits; active means well fitted inhibition curve with a large enough effect, not every such curve was filed as active; inconclusive means small, poorly fitted or top-dose-only effect, or another doubt; inactive means no such curve, though single readings can be large or run the other way;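 further: 0% = wells with enzyme and -100% = buffer wells without enzyme; nearly all actives have a fitted effect of over 50% in size; many of its hits are not listed in these tables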
# ALDH1A1 block: blocks purified human ALDH1A1 activity; Purified ALDH1A1, NADH fluorescence, propionaldehyde substrate; Potency, µM (series often up to 75.3 µM), for the others: at the highest dose activity, negative = inhibition, actives largely listed as inhibitors; 220,000 compounds, 7.3% hits; AID 1030; active means well fitted inhibition curve with a large enough effect, not every such curve was filed as active; inconclusive means small, poorly fitted or top-dose-only effect, or another doubt; inactive means no such curve, though single readings can be large or run the other way;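 further: plate controls were no enzyme wells and a reference inhibitor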
# L3MBTL1 inh: L3MBTL1 (human) inhibition | Q9Y468 | AlphaScreen L3MBTL1–H3K9me1 peptide binding | Potency, µM (top dose mostly 57.1 µM), inactives show top-dose activity, negative = inhibition, usual class: inhibitors | 230,000 compounds, 0.66% hits | AID 485360; further: on the % scale 0 is the no-effect control and ±100 the full control effect; nearly all actives have a fitted effect of over 60% in size
#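 Displacement of a biotinylated histone H3(1-15) peptide monomethylated at Lys9 (75 nM) from L3MBTL1 (50 nM) was measured by AlphaScreen after a 30 min room-temperature compound incubation; cefsulodin titration served as intraplate control.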
# * hit, by the source's call; i = inactive; ? = inconclusive; nt = no result given; & = joins results of further samples; [ ] = remark or other dose. Unless noted, the call rests on the fitted dose curve; in most records, active means well fitted curve in the direction sought with a large enough effect; inconclusive means small, poorly fitted or top-dose-only effect, or another doubt; inactive means no such curve, though single readings can be large; an effect the other way counts as inactive or inconclusive. Potency means the concentration at half of the fitted maximal effect. Not all compounds are listed. The share of hits here may be higher or lower than overall.
SMILES,Lamin A splicing,RECQ1 helicase,Tau ThT inhib,KinaseGlo FLuc,SMN2 splice enh,KDM4E inh,ALDH1A1 block,L3MBTL1 inh
Cc1[nH]nc(-c2ccc(O)cc2O)c1-c1nc2ccccc2s1,nt,-1%,-11%,-2%,-20%,?,-5%,nt
N#Cc1cc([N+](=O)[O-])ccc1N1CCN(c2ccccc2O)CC1,nt,-5%,?,-3%,-29%,-9%,?,nt
COc1ccccc1/C=N/n1c(N)c(C(=O)NC2CCCCC2)c2nc3ccccc3nc21,11%,i,4%,-2%,6%,?,-5%,-3%
COc1cc(C(=O)NCCC(=O)NC(C)C)cc(OC)c1OC,24%[46 µM],-2%,1%,0%,-4%,2%,-4%,-19%
Cc1cccc(N2CCN(S(=O)(=O)c3ccc4c(c3)CCN4C(=O)CCC(=O)O)CC2C)c1 (stereo not given),-3%,-8%,-15%,-2%,-3%,1%,5%,nt
CC1CCCC(C)N1C(=O)c1cc2ncc(CCCl)cn2n1 (stereo not given),?,i,-1%,0%,9%,-6%,?,2%
CCN1C(=O)[C@H]2[C@H]3[C@H](O)[C@H](O)C/C(=N\OC[C@@H](C)[C@H](OCc4ccccc4)C(C)C)[C@@H]3CC[C@H]2C1=O,?,-7%,-14%,1%,-24%,5%,0%,-4%
CCOc1ccc(NC(=O)CN(C)S(=O)(=O)c2cnc[nH]2)cc1,-9%[46 µM],-3%,-1%&0%,0%,-2%&-10%,-2%,7%,2%
COC(=O)C1=C(O)CSC1=Nc1ccccc1,18%,-2%,3%,7%,12%,3%,-15%,nt
CN1C=CC2=C(C#N)C(N)C(C#N)(C#N)C(c3ccccc3)C2C1 (stereo not given),-7%,-4%,?,2%,-18%,?,?,3%
CCOC(=O)c1c(NC(=O)CS(=O)(=O)c2cn(CC)c3ccccc23)sc2c1CCCC2,?,-12%,?,12%,-19%,?,13µM*,-8%
CCOC(=O)C1CCCN(C(=O)/C=C/c2cc(OC)c(OC)c(OC)c2)C1 (stereo not given),-18%[9.22 µM],-4%,2%,1%,17%,?,?,3%
O=C(c1ccc(-c2ccc([N+](=O)[O-])cc2)o1)N1CCCCC1,?,-1%,?,-5%,?,-15%,11µM*,-17%
Cc1cc(O)ccc1N/C=C1\CCCC1=O,?,-16%,28µM*,1%,-9%,?,13µM*,-14%
Cc1ccc(SCc2nc3ccccc3n2CC(=O)Nc2ccccc2)cc1,?,-8%,-12%,-8%,6%,0%,0%,-2%
COc1cc(OC)nc(NC(C)=O)n1,13%,i,1%,-3%,-5%,4%,5%,5%
Cc1ccc(C)c(NC(=S)N/N=C/C(C)c2ccccc2)c1 (stereo not given),?,-8%,-13%,-1%,-13%,-16%,?,3%[11.4 µM]
CC1=C(C)CC(C(=O)NNC(=O)c2ccccc2)C(C(=O)O)C1 (stereo not given),15%,i,0%,-1%,2%,-5%,4%,10%
COc1cc(/C=N/Nc2ccc(C(F)(F)F)cn2)ccc1O,nt,2%,?,1%,25%,?,-2%,0%
Cc1ccc2cccnc2c1NC(=S)NC(=O)c1ccccc1,-2%,-2%,-17%,3%,-27%,-9%,28µM*,-11%
Cc1cccc2cc3c(N)c(C(=O)N4CCOCC4)sc3nc12,-8%,0%,?,-10%,11µM*,-7%,?,-11%
CCN(CC)CCCN1C(=O)c2oc3ccccc3c(=O)c2C1c1cccc(OC)c1OC (stereo not given),-7%,i,-5%,7%,8%,-18%,7%,-8%
COc1ccccc1C(=O)Nc1ccc(S(=O)(=O)Nc2cc(C)nc(C)n2)cc1,8%,0%,-14%,1%,7%,2%,?,nt
Cc1cccc(N(C(=O)c2ccc(Cl)cc2)C2CS(=O)(=O)CC2OC(=O)c2ccc(Cl)cc2)c1 (stereo not given),?,?,-7%,0%,-10%,-2%,3%,-3%
Cc1ccc(C=Nc2ccccc2C(N)=O)s1,?,-13%,-15%,1%,4%,?,?,10%
CCOC(=O)COc1cccc2c(=O)n(CC(=O)NCCc3ccc(OC)c(OC)c3)ccc12,9%,i,-9%,-1%,-9%,-28%,6%,1%
Cc1cc(S(=O)(=O)n2ccnc2)c(Cl)cc1Cl,0%[46 µM],-9%,0%,1%,nt,4%,6%,-2%
O=C(NCCCN1CCCC1=O)c1cccc(Oc2ccccc2)c1,?,i,5%,-3%,15%,5%,-2%,-2%
CCn1c(=O)c(C(=O)CN2CCN(S(=O)(=O)c3ccc(C)cc3C)CC2)c(N)n(Cc2ccccc2)c1=O,?,-20%,-2%,2%,20%,-1%,5%,-5%
COCc1n[nH]c(=S)n1-c1ccccc1,13%,-9%,-4%,-3%,-40%,1%,1%,nt
CC12CCC(C(=O)Nc3cc(Cl)ccc3Cl)(C(Br)C1=O)C2(C)C (stereo not given),3%,7%,7%,0%,-8%,-1%,?,5%
COc1ccc(C(=O)NC(=S)Nc2ccc(CN3CCOCC3)cc2)cc1OC,nt,16%,-2%,nt,nt,5%,nt,-12%
CC1=C(/C=C/C(C)=C/C=C/C(C)=C/C(=O)O)C(C)(C)CCC1O (stereo not given),nt,-10%,?,nt,-32%[inhibitor],nt,6.3µM*,nt
COc1cccc(CN2CCN(Cc3ccc4c(NC(C)=O)cccc4n3)CC2CCO)c1 (stereo not given),4%[46 µM],-6%,-9%,-7%,nt,?,?,1%
CCCCC/C=C\C/C=C\C/C=C\CC1OC1CCCC(=O)O (stereo not given),nt,8%,-3%&-1%,-3%,11%&-1%,-4%,-3%&2%,nt
COc1cccc(NC(=O)c2cnsn2)c1,6%,93%[activator],-15%,?,-12%,2%,-14%,nt
Cc1cc(C)c(NC(=S)N2CCC(N(C)CC3CCCO3)CC2)c(C)c1 (stereo not given),2%,-3%,-6%,-5%,?,-4%,11%,nt
N#Cc1c(N)sc2c1CCCCCC2,-7%,-9%,?,nt,nt,-5%,?,-12%
Cc1ccccc1CN1C(=O)C2(OCCCO2)c2ccccc21,-4%,-1%,-14%,-6%,2%,-10%,?,1%
O=C(Nc1cccc(C(F)(F)F)c1)c1cccnc1N1CCN(c2ccccc2)CC1,?,-17%,-20%,-3%,-20%,?,?,nt
C=C(C)COc1ccc(-c2nc(N)ncc2Oc2ccccc2OC)c(O)c1,?,i,2%,-6%,-4%,0%,?,-13%
CCOc1ccc(CC(=O)NCc2ccc3c(c2)cc(C)n3C)cc1,nt,-2%,-15%,2%,4%,7%,-3%,-4%
O=C(Nc1ccccn1)C1(c2ccccc2)CCCC1,8%,5%,-3%,-2%,-10%,-1%,?,nt
CCOC12NC(=O)CC(=O)N1C(c1ccccc1)=CS2 (stereo not given),20%,-14%,-8%,-7%,-18%,6%,?,0%
COC(=O)/C(=C/Nc1cccc2ccccc12)[N+](=O)[O-],16%,0%,?,-1%,12%,?,?,nt
Cc1ccc(S(=O)(=O)N2CCN(Cc3ccsc3)CC2)cc1,nt,i,4%,-3%,4%,-5%,1%,-1%
C=CCn1c(SCC(=O)c2[nH]c(C)c(C(=O)OCC)c2C)nc2scc(-c3ccc(OC)c(OC)c3)c2c1=O,10%,0%,-15%,4%,-35%[inhibitor],0%,1%,2%
COc1cc(/C=N/NC(=O)c2cccnc2)ccc1OCC(=O)Nc1ccccc1Cl,nt,-2%,?,2%,-6%,?,i,32%[activator]
COc1cc(OC)c(C(=O)OC(C)C(=O)Nc2cccc(C(F)(F)F)c2)cc1OC (stereo not given),?,-7%,8%,-1%,-38%[inhibitor],-5%,9%,1%
COc1ccc(S(=O)(=O)n2nc(OC(=O)c3ccco3)cc2N)cc1,-7%,-5%,?,-6%,?,-1%,?,-8%
O=C(O)c1cccc(NC(=O)c2ccc3c(c2)C(=O)N(Cc2ccco2)C3=O)c1,12%[46 µM],-20%,-14%,-2%,nt,5%,?,-24%
CC1CCN(C(=O)c2ccc(N(C)S(C)(=O)=O)cc2)CC1,-1%,8%,2%,0%,-17%,-5%,3%,5%
COc1ccccc1/C=N/NC(=O)c1ccc(NC(=O)c2cccc([N+](=O)[O-])c2)cc1,?,-2%,?,-1%,-2%,-3%,7.9µM*,?
CCOC(=O)CSc1nnc(-c2ccoc2C)n1-c1ccc(OCC)cc1,10%,-14%,-10%,nt,nt,-2%,-10%,-4%
CCOC(=O)c1c(C)n(C)c2ccc(O)c(CN(C)C)c12,?,-13%,?,-2%,-1%,-26%,?,-2%
CCN(CC)c1ccc(NC(=O)c2ccccc2)cc1S(=O)(=O)Nc1ccccc1OC,?,-3%,-10%,-2%,-2%,-1%,1µM*,-3%
COC(=O)c1ccc(C(=O)OC)c(NC(=O)CN(c2ccccc2)S(=O)(=O)N(C)C)c1,31%[46 µM],-10%,-21%&-6%,-2%,-1%,?,?,5%
Cc1ccc(C)n1-c1ccc(C(=O)NCc2cccnc2)cc1,-15%[46 µM],i,-6%,4%,24%,-29%,1%,-9%
O=C(/C=C/c1cccc(O)c1)c1ccc(N2CCOCC2)cc1,nt,-20%,3.5µM*,nt,nt,-4%,nt,-20%
COc1c(S(=O)(=O)Nc2cccnc2)ccc(Cl)c1Cl,-8%[46 µM],3%,-6%,-6%,nt,-9%,?,-4%
N#Cc1cc(Oc2ccccc2)c(-n2nnc3ccccc32)cc1C#N,-5%,i,2%,-1%,-20%,2%,4%,-3%

# Sorted by length of the SMILES (lowest first): some entries from above.
SMILES,Lamin A splicing,RECQ1 helicase,Tau ThT inhib,KinaseGlo FLuc,SMN2 splice enh,KDM4E inh,ALDH1A1 block,L3MBTL1 inh
Cc1ccc(C)n1-c1ccc(C(=O)NCc2cccnc2)cc1,-15%[46 µM],i,-6%,4%,24%,-29%,1%,-9%
Cc1ccc(C)c(NC(=S)N/N=C/C(C)c2ccccc2)c1 (stereo not given),?,-8%,-13%,-1%,-13%,-16%,?,3%[11.4 µM]
CC1CCN(C(=O)c2ccc(N(C)S(C)(=O)=O)cc2)CC1,-1%,8%,2%,0%,-17%,-5%,3%,5%
